P. falciparum M1AAP – P. falciparum M1AAP inhibitors, biochemical, fluorogenic H-Leu-NHMec substrate, 1536-well (AID 1445). recombinant M1AAP, H-Leu-NHMec fluorogenic kinetic assay; higher % means a stronger effect. inhibition, % at 30 µM; hits with a dose series show IC50 in µM. hit rate 0.42% among 220,000;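 active = primary inhibition above the hit cutoff, then over 50% inhibition at one or more dose response concentrations, cut at about 23% in these data, passing the limit was not always enough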;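 also: plate controls were DMSO full reaction for no effect and no enzyme background for full effect; strong numbers were not always called active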
PMI inhibition – MPI inhibition at elevated mannose 6-phosphate – biochemical, fluorescence intensity, high mannose 6-phosphate, primary screen (AID 1220); hit rate 0.66% among 190,000; inhibition, % at 20 µM, or IC50 in µM where a hit was titrated; recombinant PMI enzyme, coupled fluorescence intensity; higher % means a stronger effect
RSV CPE inhibition – RSV antiviral activity via CPE protection, HEp-2 cells, primary 10 µM value included (AID 2391); HEp-2 cells, RSV-induced CPE inhibition; higher % means a stronger effect; one-dose CPE inhibition, % at 10 µM; IC50 in µM for titrated hits; hit rate 0.13% among 310,000; in the data active = a potency from the dose series; also: strong numbers were not always called active
TNAP activators – stimulation of alkaline phosphatase TNAP activity – biochemical, luminescent, no phosphate acceptor, uHTS, primary screen (AID 1001). hit rate 0.03% among 200,000. purified TNAP, luminescent activation assay, no phosphate acceptor; higher activation fold means a stronger effect. activation fold at 20 µM, or EC50 in µM where a hit was titrated; in the data active = activation fold from about 3, or a potency from the dose series; inactive = the rest, 99 in 100 with activation fold below about 1.6; also: many of its hits are not listed in these tables
T cell HTS – T cell immune modulators affecting CD8 T cell-vesicle binding | hit rate 0.068% among 330,000 | 2C CD8+ T cell-vesicle binding, flow cytometry; active compounds read low | calls only at 7 µM;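 active = response, share of CD8 T cells binding vesicles, and their 90th percentile fluorescence all below set limits, cut at about 80% in these data, passing the limit was not always enough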
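Assay system: 2C TCR transgenic mouse naive CD8+ T cells, MACS-purified | Read-out: CD8+ gate FL2 mean fluorescence as % of same-row positive control | Signal: High-throughput flow cytometry with anti-B7-1 and anti-CD8 staining | Timing: Binding step 1.5 h, 37 °C, antibody labelling 20 min, ice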
West Nile virus CPE – West Nile virus antiviral activity, cell-based, CPE readout (AID 1621); hit rate 0.02% among 290,000; CPE inhibition, % at 10 µM, or IC50 in µM where a hit was titrated; West Nile virus-infected cells, CPE inhibition; higher % means a stronger effect; in the data active = a potency from the dose series; also: strong numbers were not always called active
UTI89 phage lysis – inhibition of K1F phage lysis, E. coli UTI89, bacterial capsule biogenesis inhibitors, alamar blue (AID 488966) | hit rate 0.02% among 340,000 | E. coli UTI89 K1F phage lysis, alamar blue, 2 h; higher % means a stronger effect | inhibition, % at 100 µM; hits with a dose series show IC50 in µM;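 active = phage lysis inhibition, versus mean bacterial control, above a set limit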;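 also: capsule biogenesis inhibitors block K1F phage lysis so surviving cells raise fluorescence; higher fluorescence means more inhibition of phage lysis; actives were called in the ten point dose series up to 300 µM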
human PMI inhibition – inhibitors of human PMI, primary screen, biochemical, fluorescence intensity, coupled assay (AID 1209). hit rate 0.42% among 190,000. inhibition, % at 20 µM; hits with a dose series show IC50 in µM. purified PMI enzyme, coupled fluorescence intensity; higher % means a stronger effect;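 also: plate controls were DMSO vehicle for no effect and wells lacking substrate for full effect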
P. falciparum M17LAP – P. falciparum M17LAP inhibitors, primary screen, biochemical, fluorogenic H-Leu-NHMec substrate, 1536-well (AID 1619). hit rate 0.38% among 220,000. recombinant M17LAP, H-Leu-NHMec fluorogenic kinetic assay; higher % means a stronger effect. inhibition, % at 30 µM, or IC50 in µM where a hit was titrated;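 active = compound inhibiting the enzyme by more than half at any dose during confirmatory dose-response retesting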;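 also: plate controls were full reaction with DMSO carrier for no effect and no enzyme background for full effect; strong numbers were not always called active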
T cell HTS vesicle-bound % – recorded beside T cell HTS, whose call it bears; double positive events, %; measured here: CD8+ vesicle-bound cell fraction;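 binding gate set so that unloaded-vesicle control wells show 10% double positive cells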
* = called active by the depositor; i = inactive; / = not tested or not shown; & = joins results of further samples; [ ] = another dose, or the depositor's remark. Rule as the data show it, unless noted: active = inhibition above about 50%; inactive = the rest.

Start of the listing, in advance:
SMILES	P. falciparum M1AAP	PMI inhibition	RSV CPE inhibition	TNAP activators	T cell HTS	T cell HTS vesicle-bound %	West Nile virus CPE	UTI89 phage lysis	human PMI inhibition	P. falciparum M17LAP
Cc1ccc(S(=O)(=O)NC2=NCN(CC(=O)O)CN2)cc1	/	/	1.3%	/	i	39	-0.3%	-0.7%	/	/
O=c1nccc(SCc2ccc(Cl)cc2Cl)[nH]1	6%	/	2.6%	/	i	36	-0.1%	0.0%	/	2%
CC(=O)Nc1ccc(S(=O)(=O)Nc2nccs2)cc1	/	/	0.2%	/	i	53	0.2%	0.3%	/	/
O=C1Nc2ccccc2/C1=C\c1cccn1-c1ccc(OC(F)(F)F)cc1	9%	18%	12%	0.9	i	25	-0.1%	0.3%	21%	0%
Cc1nccn1S(=O)(=O)c1cc([N+](=O)[O-])ccc1Cl	4%	-18%	1.2%	0.9	i	62	0.1%	1.2%[50 µM]	-14%	6%

This part in full, from the start:
SMILES	P. falciparum M1AAP	PMI inhibition	RSV CPE inhibition	TNAP activators	T cell HTS	T cell HTS vesicle-bound %	West Nile virus CPE	UTI89 phage lysis	human PMI inhibition	P. falciparum M17LAP
Cc1ccc(S(=O)(=O)NC2=NCN(CC(=O)O)CN2)cc1	/	/	1.3%	/	i	39	-0.3%	-0.7%	/	/
O=c1nccc(SCc2ccc(Cl)cc2Cl)[nH]1	6%	/	2.6%	/	i	36	-0.1%	0.0%	/	2%
CC(=O)Nc1ccc(S(=O)(=O)Nc2nccs2)cc1	/	/	0.2%	/	i	53	0.2%	0.3%	/	/
O=C1Nc2ccccc2/C1=C\c1cccn1-c1ccc(OC(F)(F)F)cc1	9%	18%	12%	0.9	i	25	-0.1%	0.3%	21%	0%
Cc1nccn1S(=O)(=O)c1cc([N+](=O)[O-])ccc1Cl	4%	-18%	1.2%	0.9	i	62	0.1%	1.2%[50 µM]	-14%	6%
CCOC(=O)C1C2C=CC3(CN(Cc4ccco4)C(=O)C13)O2 (stereo not drawn)	4%	-12%	1.3%	1.1	i	40	-0.1%	1.7%	-16%	0%
Cc1ccc(C(=O)N/C(=C/c2ccc(N(C)C)cc2)C(=O)NCC2CCCO2)cc1 (stereo not drawn)	/	/	1.7%	/	i	46	0.3%	1.6%	/	/
CC(=O)c1c(C)[nH]c(C(=O)Nc2c(C)n(C)n(-c3ccccc3)c2=O)c1C	7%	-4%	1.3%	1.1	i	25	-0.3%	-0.6%	-5%	6%
COc1ccc(NC(=O)CSc2nnc(-c3ccncc3)o2)c([N+](=O)[O-])c1	/	/	0.6%	/	i	8	-0.8%	0.5%[50 µM]	/	/
Cc1ccc(S(=O)(=O)Nc2ccccc2C(=O)N2CCN(C)CC2)cc1	/	/	-0.1%	/	i	25	0.0%	0.0%	/	/
Cc1cc(C(=O)C(=O)N(C)C)c(C)n1-c1ccc([N+](=O)[O-])cc1	7%	12%	-0.7%	0.9	i	32	-0.3%	9.7%	11%	-10%
CCC1(CC)N=C(c2ccccc2)C(=S)N1	11%	-2%	0.9%	1.1	i	46	0.2%	0.1%	-12%	10%
Cc1c(N(C)C(=O)c2ccco2)c(=O)n(-c2ccccc2)n1C	0%	15%	2.4%	1.1	i	16	0.3%	0.3%	13%	-3%
N/C(=N\NC(=O)c1ccccc1)c1cc2ccccc2oc1=O	3%	5%	0.0%	1	i	56	-0.3%	0.1%	-3%	-2%
CCO[C@H]1OC(C(=O)N2CCN(Cc3ccc4c(c3)OCO4)CC2)=C[C@@H](c2ccc(Br)cc2)[C@@H]1CCCO	8%	15%	7.5%	1.1	i	14	0.1%	-1.9%	20%	4%
O=C(CSc1nnc(SCc2ccccc2)s1)N/N=C/c1ccc(Cl)cc1Cl	5%	-11%	4.3%	1.1	i	44	/	3.7%	2%	-5%
COCCNC(=O)c1oc2ccc3c(c2c1C)C(O)CC(C)(C)O3 (stereo not drawn)	/	/	2.9%	/	i	40	-0.5%	1.4%[50 µM]	/	/
Cc1ccc2ccc3ccc(C)nc3c2n1	/	/	-1.6%	/	i	4	-0.8%	-2.6%	/	/
CCN(CC)C(=O)CCc1nc2sc3c(c2c(=O)[nH]1)CCCC3	7%	-11%	-0.2%	1	/	/	-0.4%	1.1%	2%	3%
O=C(Nc1cccc(Cl)c1)N1CCN(C/C=C/c2ccccc2)CC1	0%	5%	14%	1	i	17	-0.5%	0.2%	13%	1%
C=CCn1c(SCC(=O)Nc2ccc(C(=O)O)cc2)nnc1-c1cccnc1	1%	/	3.0%	/	i	12	0.1%	0.0%	/	0%
CCCCCCCC1(C)NC(=O)N(CC(=O)Nc2cc(C)on2)C1=O (stereo not drawn)	2%	-8%	1.5%	1	i	49	0.0%	-0.4%	-8%	0%
N/C(=N\C(=S)Nc1ccccc1)c1ccccc1	/	/	8.7%	/	i	55	-0.6%	0.0%	/	/
C#CC(CC)(CC)NC(=O)Nc1ccccc1C(=O)OC	1%	65%*	1.3%	1.1	i	47	0.4%	1.2%	6%	-4%
CCOC(=O)c1sc(/N=C/Nc2nc(C)c(C(=O)OCC)s2)nc1C	11%	-7%	/	1.1	/	/	0.1%	1.0%	-3%	0%
C#CCOCCOCCOCCNc1nc(N2CCN(C(=O)[C@H]([C@@H](C)CC)n3cc([C@@H](N)CO)nn3)CC2)nc(N2CCN(C(=O)[C@H]([C@@H](C)CC)n3cc([C@@H](N)Cc4ccc(O)cc4)nn3)CC2)n1	-1%	-27%	-0.9%	1.2	i	31	0.1%	0.4%	-23%	8%
O=C1Nc2ccccc2OCc2c1cccc2[N+](=O)[O-]	1%	14%	1.8%	1	i	57	-0.3%	0.4%	8%	-3%
CCCCN(CC)CCNC(=O)C1CCN(S(=O)(=O)c2cccc3nsnc23)CC1	/	/	-2.9%	/	i	26	-0.3%	0.3%	/	/
O=C(Cc1ccc2c(c1)OCCO2)N1CCN(S(=O)(=O)c2cccc(C(F)(F)F)c2)CC1	-6%	16%	1.3%	1.1	i	6	-1.2%	2.6%[50 µM]	22%	-3%
O=C(CSc1ncc(-c2ccccc2)n1CC1CCCO1)N1CCCCC1 (stereo not drawn)	-7%	-11%	1.1%	1	i	16	-0.9%	0.5%	-11%	19%
CC(=O)CC(c1ccccc1)c1c(O)c2ccccc2oc1=O (stereo not drawn)	/	/	0.4%&0.9%&-0.6%	/	i	65&29&21	1.2%&0.8%	4.3%&1.5%&2.8%	/	/
Cc1nn(CC(=O)N2CCc3ccccc3C2)c(C)c1Cl	/	/	2.6%	/	i	25	-0.7%	0.0%	/	/
COc1cc(Cl)c(S(=O)(=O)N2CCOCC2)cc1Cl	0%	7%	0.6%	1.1	i	14	0.9%	-0.2%	11%	2%
COc1ccc(C2=Nn3c(nnc3-c3ccc(OC)cc3)SC2)cc1	6%	-3%	3.1%	1.1	i	23	-0.8%	-0.6%	5%	-9%
Cc1nnn(-c2nonc2N)c1C(=O)N/N=C/c1cccc2ccccc12	7%	11%	3.3%	0.9	i	48	0.2%	0.2%	5%	-5%
CCc1c(C)nc2nc(SCc3ccccc3Cl)[nH]n2c1=O	/	/	1.5%	/	i	29	-0.4%	1.0%	/	/
COc1cc(OC)cc(C(=O)NN2CCCCC2)c1	-3%	2%	0.6%	1.2	i	34	0.1%	5.4%	2%	7%
COc1ccc(Cn2ccc(=O)c(Cc3c(Cl)cccc3Cl)c2C)cc1	-1%	-1%	0.8%	1.1	i	55	-0.5%	-0.3%	3%	3%
O=C(Cn1nnc(-c2ccccc2)n1)NNC(=O)c1ccc(Br)cc1	6%	-15%	-0.6%	1.5	i	46	0.0%	-1.1%	-2%	0%
COc1ccc(N(CC(=O)Nc2cc(C)ccc2C)S(=O)(=O)c2c(C)nn(C)c2C)cc1	2%	11%	0.2%	1.2	i	26	/	-0.2%	12%	-4%

Record cards (already shown).
COc1cc(Cl)c(S(=O)(=O)N2CCOCC2)cc1Cl is listed as P. falciparum M1AAP = 0%; PMI inhibition = 7%; RSV CPE inhibition = 0.6%; TNAP activators = 1.1; T cell HTS = i; T cell HTS vesicle-bound % = 14; West Nile virus CPE = 0.9%; UTI89 phage lysis = -0.2%; human PMI inhibition = 11%; P. falciparum M17LAP = 2%
O=C(Cn1nnc(-c2ccccc2)n1)NNC(=O)c1ccc(Br)cc1 is listed as P. falciparum M1AAP = 6%; PMI inhibition = -15%; RSV CPE inhibition = -0.6%; TNAP activators = 1.5; T cell HTS = i; T cell HTS vesicle-bound % = 46; West Nile virus CPE = 0.0%; UTI89 phage lysis = -1.1%; human PMI inhibition = -2%; P. falciparum M17LAP = 0%

Remaining list, next part:
SMILES	P. falciparum M1AAP	PMI inhibition	RSV CPE inhibition	TNAP activators	T cell HTS	T cell HTS vesicle-bound %	West Nile virus CPE	UTI89 phage lysis	human PMI inhibition	P. falciparum M17LAP
O=C(c1ccc(F)cc1)N1CCOCC1	-1%	2%	-1.4%	1.1	i	20	0.6%	-0.5%	5%	4%
O=C(CCC(=O)c1ccc(Oc2ccccc2)cc1)Nc1cccc(Cl)c1	0%	1%	1.8%	1.1	i	53	0.4%	1.7%[50 µM]	9%	-3%
Cc1ccc(OCCC(=O)O)cc1	3%	/	0.2%	/	i	20	0.4%	-0.1%	/	-1%
CC(=O)N1c2ccccc2NC2=C(C(=O)CCC2)C1c1ccc(F)cc1 (stereo not drawn)	10%	14%	2.5%	1.1	i	6	0.7%	-2.4%	11%	37%
CN(c1ccccc1)S(=O)(=O)c1cccc(NC(=O)CSc2ncc(C(F)(F)F)cc2Cl)c1	4%	-11%	9.6%	1	i	19	-0.8%	5.8%	4%	-8%

Bioassay records (PubChem BioAssay)
